Assay outcomes (PubChem)
AID2073 – disruptors of CaV2.2 binding to Mint1 – biochemical, HTRF (AID 2073) | one-dose inhibition, % at 20 µM; IC50 in µM for titrated hits | hit rate 0.19% among 290,000 | HTRF protein-protein interaction, Mint1-CaV2.2; higher % means a stronger effect; in the data active = inhibition mostly above about 51%, no sharp cut-off; also: some results filed as inactive read as strong as hits
KOR beta-arrestin-1 – kappa opioid receptor blockers – cell-based, luminescence, uHTS (AID 1778). KOR beta-arrestin recruitment, luminescence, antagonist mode; higher % means a stronger effect. inhibition, % at 10 µM, or IC50 in µM where a hit was titrated. hit rate 0.091% among 290,000; also: strong numbers were not always called active
NS5 inhibitors – Dengue-2 NS5 methyltransferase inhibitors, primary screen, biochemical, confirmation dose response (AID 588689) | Dengue-2 NS5 methyltransferase capping enzyme assay, biochemical; higher % means a stronger effect | hit rate 0.3% among 340,000 | inhibition, % at 25 µM, or IC50 in µM where a hit was titrated; in the data active = a potency from the dose series
NOD1 NF-kB reporter – NOD1 signaling inhibitors, primary screen, cell-based, luminescence, uHTS (AID 1578); one-dose inhibition, % at 4 µM; EC50 in µM for titrated hits; hit rate 1% among 290,000; NOD1-driven NF-kB luciferase reporter cells, luminescence; higher % means a stronger effect; in the data active = inhibition mostly above about 36%, no sharp cut-off; inactive = mostly below about 34%;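 also: HEK-293T reporter cells stimulated with the NOD1 agonist gamma-tri-DAP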
HIV fusion peptide – inhibitors of HIV fusion peptide binding, primary screen, biochemical, uHTS, fluorescence dequenching (AID 1986); hit rate 0.3% among 290,000; cell-free peptide binding, fluorescence dequenching, 30 min; higher % means a stronger effect; inhibition, % at 20 µM, or IC50 in µM where a hit was titrated; in the data active = inhibition mostly above about 52%, no sharp cut-off; inactive = mostly below about 76%; also: some results filed as inactive read as strong as hits
KOR beta-arrestin-2 – kappa opioid receptor activators – cell-based, luminescence, uHTS, primary screen (AID 1777); KOR beta-arrestin recruitment, luminescence; higher % means a stronger effect; one-dose activation, % at 10 µM; EC50 in µM for titrated hits; hit rate 0.02% among 280,000; in the data active = activation above about 50%, passing the limit was not always enough; also: a part of the inactive calls stands beside numbers as strong as those of hits
NOD2 inhibition – inhibition of NOD2-driven NF-kB reporter – cell-based, luminescence, uHTS, HEK293 (AID 1566) | HEK293 NOD2/NF-kB luciferase reporter, luminescence; higher % means a stronger effect | one-dose inhibition, % at 4 µM; EC50 in µM for titrated hits | hit rate 0.63% among 290,000; also: many of its hits are not listed in these tables
Yfh1-depleted yeast – mitochondrial function rescue without frataxin homolog – Friedreich's ataxia, plus single-dose screen, dose response (AID 1465). S. cerevisiae Yfh1-off respiration, WST-1 reduction, 72 h; higher fold induction means a stronger effect. one-dose fold induction at 50 µM; EC50 in µM for titrated hits. hit rate 0.074% among 220,000;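 active = fold induction of absorbance versus untreated yeast above a set limit, then at least 30% activation at any dose in follow-up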;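 also: activators that raise dye reduction in frataxin-depleted yeast; strong numbers were not always called active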
West Nile virus CPE – inhibition of WNV-induced cytopathic effect – cell-based, CPE readout (AID 1621); West Nile virus-infected cells, CPE inhibition; higher % means a stronger effect; CPE inhibition, % at 10 µM, or IC50 in µM where a hit was titrated; hit rate 0.02% among 290,000; in the data active = a potency from the dose series; also: strong numbers were not always called active
Active calls of the source: *; i = inactive; x = not tested or not shown; & = joins results of further samples; [ ] = dose if it differs, or a comment. Rule as the data show it, unless noted: active = inhibition above about 50%; inactive = the rest. The list is partial (hit frequency here may not be typical).

SMILES | AID2073 | KOR beta-arrestin-1 | NS5 inhibitors | NOD1 NF-kB reporter | HIV fusion peptide | KOR beta-arrestin-2 | NOD2 inhibition | Yfh1-depleted yeast | West Nile virus CPE
Cc1[nH]c2ccccc2c1/C=N/NC(N)=S | -11.7% | 20.9% | -8.5% | -2.2% | -0.4% | -0.6% | 18.5% | i | 0.0%
CC12CCC(=O)C=C1CCC1C2CCC2(C)C1CC[C@]2(O)C(=O)CO (stereo partly drawn) | 9.4% | 13.3% | -1.3% | -5.0% | -0.1% | -0.4% | 11.3% | x | 0.1%
Cc1cccc(C)c1NC(=O)C1CCCCN1C (stereo not drawn) | 1.6% | -1.6% | 3.7% | 15.2% | -3.4% | -1.6% | 0.7% | i | 0.1%
Cn1c(=O)c2c(ncn2CCO)n(C)c1=O | 3.3% | -3.8% | 0.8% | -11.3% | -0.3% | -0.7% | 6.8% | x | x
CNc1c2c(nn1C)CCCC2 | 9.0%&11.2% | 1.0%&-20.3% | 4.2%&-3.7% | -5.8%&3.0% | -0.9%&-1.5% | -5.1%&3.0% | -4.2%&9.7% | i | 0.6%&-0.4%
COc1ccc2nc(NC(=O)Nc3ccccc3)sc2c1 | -5.4% | -17.7% | 5.9% | -48.5% | 1.8% | 1.0% | 17.4% | i | 0.3%
COc1cc([C@H]2Oc3cc([C@H]4Oc5cc(O)cc(O)c5C(=O)[C@@H]4O)ccc3O[C@@H]2CO)ccc1O | 6.3% | -13.3%[20 µM] | -5.2% | 14.2% | 5.0% | -5.0% | 21.7% | x | 0.4%
C/C=C(/C)C(=O)OC1c2c(ccc3ccc(=O)oc23)OC(C)(C)C1OC(=O)/C(C)=C\C (stereo not drawn) | 17.7% | -3.5% | -4.3% | 1.7% | 0.5% | -4.2% | 17.3% | i | 1.3%
O=C(Nc1ccc(C(=O)O)c(O)c1)c1ccccc1 | 9.2% | 26.5% | 4.6% | 10.3% | 0.4% | 1.0% | 6.6% | i | 0.3%
CCCCC1C(=O)N(c2ccccc2)N(c2ccccc2)C1=O | 1.7% | 13.1% | -2.2% | 58.8% | -2.9% | 0.3% | -5.7% | i | -0.3%
CN(C)CCOc1ccccc1Cc1ccccc1 | -4.5% | -22.3% | 0.0% | -28.3% | 2.0% | -1.8% | 2.9% | i | 0.0%

An excerpt taken from the entries so far:
SMILES | AID2073 | KOR beta-arrestin-1 | NS5 inhibitors | NOD1 NF-kB reporter | HIV fusion peptide | KOR beta-arrestin-2 | NOD2 inhibition | Yfh1-depleted yeast | West Nile virus CPE
Cn1c(=O)c2c(ncn2CCO)n(C)c1=O | 3.3% | -3.8% | 0.8% | -11.3% | -0.3% | -0.7% | 6.8% | x | x
CNc1c2c(nn1C)CCCC2 | 9.0%&11.2% | 1.0%&-20.3% | 4.2%&-3.7% | -5.8%&3.0% | -0.9%&-1.5% | -5.1%&3.0% | -4.2%&9.7% | i | 0.6%&-0.4%
COc1ccc2nc(NC(=O)Nc3ccccc3)sc2c1 | -5.4% | -17.7% | 5.9% | -48.5% | 1.8% | 1.0% | 17.4% | i | 0.3%
COc1cc([C@H]2Oc3cc([C@H]4Oc5cc(O)cc(O)c5C(=O)[C@@H]4O)ccc3O[C@@H]2CO)ccc1O | 6.3% | -13.3%[20 µM] | -5.2% | 14.2% | 5.0% | -5.0% | 21.7% | x | 0.4%
C/C=C(/C)C(=O)OC1c2c(ccc3ccc(=O)oc23)OC(C)(C)C1OC(=O)/C(C)=C\C (stereo not drawn) | 17.7% | -3.5% | -4.3% | 1.7% | 0.5% | -4.2% | 17.3% | i | 1.3%
O=C(Nc1ccc(C(=O)O)c(O)c1)c1ccccc1 | 9.2% | 26.5% | 4.6% | 10.3% | 0.4% | 1.0% | 6.6% | i | 0.3%
CCCCC1C(=O)N(c2ccccc2)N(c2ccccc2)C1=O | 1.7% | 13.1% | -2.2% | 58.8% | -2.9% | 0.3% | -5.7% | i | -0.3%
CN(C)CCOc1ccccc1Cc1ccccc1 | -4.5% | -22.3% | 0.0% | -28.3% | 2.0% | -1.8% | 2.9% | i | 0.0%
